Screening data from PubChem BioAssay.
LYP inh 2 – inhibitors of human LYP (PTPN22) phosphatase; Q9Y2R2; inhibition, % at 2 µM; 96,000 compounds, 0.21% hits; AID 640; recombinant LYP catalytic domain, DiFMUP fluorescence;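 active = inhibition at 2 µM at or above a set limit, the screen mean plus 3 SD, cut at about 24% in these data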;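 note: 0% = DMSO with enzyme and 100% = enzyme fully blocked by orthovanadate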
HIV Rev-RRE inh – inhibitors of HIV-1 Rev-RRE RNA interaction; Rev peptide-RRE RNA binding, FRET; 97,000 compounds, 0.79% hits; P05866; AID 704; inhibition, % at 8 µM;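 active = inhibition above the screen-wide mean plus 3 SD, cut at about 35% in these data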;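 note: 0% = median DMSO wells and 100% = median Neomycin B control wells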
Target sequence (P05866 whole entry, looked up): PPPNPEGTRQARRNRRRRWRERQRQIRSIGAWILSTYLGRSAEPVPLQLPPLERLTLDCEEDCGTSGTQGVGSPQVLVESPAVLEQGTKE
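assay system = Cy5-tagged RRE RNA duplex with fluorescein-tagged Rev peptide | incubation = 5 + 15 min at 25 °C | also added = labelled Rev peptide | measure = % inhibition of FRET ratio versus controls | benchmarks = DMSO wells as 0% and neomycin B wells as 100% inhibition | measured by = FRET fluorescence readout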
FAK blocker – blocks human focal adhesion kinase activity. Q05397. biochemical FAK kinase activity assay. inhibition, %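 (tested at 7 µM)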. 97,000 compounds, 0.84% hits. AID 727; in the data active = inhibition above about 19%;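 note: 0% = DMSO and 100% = reference compound high control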
PTK2B oligo ant – antagonists of human Pyk2 oligomerization | Q14289 | Q293 cells, Pyk2 FERM NanoBiT luminescence; hits give low values | z-score (the deposit names both 25 µM and 10 µM) | 99,000 compounds, 0.83% hits;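 active = Z-score of -3 or lower, scaled per plate to the spread of control and sample wells; inactive = z-score above -3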;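 note: negative z-score means lost luminescence so less FERM oligomerization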
PTPN22 act – increases human PTPN22 phosphatase activity. Q9Y2R2. 96,000 compounds, 0.11% hits. activation, % at 2 µM. recombinant LYP, DiFMUP fluorescence; 0 = plate median, 100 = signal doubled. AID 697;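 active = activation at 2 µM above a set limit, the mean plus 5 SD, cut at about 37% in these data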
cytoskel mod – modifiers of cytoskeleton assembly. inhibition, % at 2 µM. HUVEC TNFa F-actin phalloidin imaging, high content. 91,000 compounds, 0.18% hits;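 active = inhibition above the batch mean plus 3 SD and confirmed as a hit by visual image inspection, cut at about 30% in these data, passing the limit was not always enough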; note: strong numbers were not always called active
Plk1 PBD FP – blocks phosphopeptide binding to human Plk1 polo box domain; 97,000 compounds, 0.13% hits; Plk1 PBD phosphopeptide binding, fluorescence polarization; inhibition, %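 (tested at about 20 µM)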; AID 693; in the data active = inhibition above about 34%, passing the limit was not always enough
Target sequence (P53350 whole entry, looked up, the tested form may be a part): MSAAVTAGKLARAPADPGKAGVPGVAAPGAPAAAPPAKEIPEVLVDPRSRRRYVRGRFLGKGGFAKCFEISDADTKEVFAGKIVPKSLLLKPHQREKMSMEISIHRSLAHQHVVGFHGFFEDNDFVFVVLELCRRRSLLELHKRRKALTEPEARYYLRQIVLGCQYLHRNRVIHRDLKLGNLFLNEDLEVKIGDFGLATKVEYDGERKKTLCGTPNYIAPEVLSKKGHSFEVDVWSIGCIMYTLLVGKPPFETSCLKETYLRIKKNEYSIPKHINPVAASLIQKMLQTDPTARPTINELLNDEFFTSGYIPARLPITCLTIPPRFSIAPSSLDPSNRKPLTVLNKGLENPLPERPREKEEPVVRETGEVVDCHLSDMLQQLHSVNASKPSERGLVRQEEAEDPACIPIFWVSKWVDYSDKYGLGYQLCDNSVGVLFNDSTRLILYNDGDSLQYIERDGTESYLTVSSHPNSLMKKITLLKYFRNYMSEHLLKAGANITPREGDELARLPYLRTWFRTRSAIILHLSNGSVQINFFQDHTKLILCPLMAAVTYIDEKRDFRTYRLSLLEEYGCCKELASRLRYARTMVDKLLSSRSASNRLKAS
EphB4 ephrin blk – EphB4-ephrin-B2 interaction antagonism. EphB4 LBD / TNYL-RAW-Alexa532 peptide, fluorescence polarization. inhibition, % at 7 µM. 97,000 compounds, 0.15% hits. AID 720;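 active = inhibition above the screen-wide mean inhibition plus 3 SD, cut at about 15% in these data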;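 note: 0% = DMSO wells and 100% = excess unlabeled TNYL-RAW peptide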
PLK1 inh – PLK1 (human) kinase inhibition; 97,000 compounds, 0.53% hits; AID 619; inhibition, % at 10 µM; P53350; recombinant PLK1 kinase, TR-FRET peptide phosphorylation;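 active = inhibition of 50% or more in the single-concentration screen; inactive = inhibition below 50%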;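 note: 0% = DMSO max control and 100% = H-89 dihydrochloride min control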
* = called active by the depositor; . = not tested or not shown.

SMILES	LYP inh 2	HIV Rev-RRE inh	FAK blocker	PTK2B oligo ant	PTPN22 act	cytoskel mod	Plk1 PBD FP	EphB4 ephrin blk	PLK1 inh
Cc1ccc(CNC(=O)CSc2nc3ccccc3c3nc(C)nn23)cc1	4	-4	-1	.	-4	-10	-14	-4	-9
O=C1[C@@H]2CSCN2C(=O)CN1CCc1cccc(F)c1	3	9	-1	0.49	-4	10	-2	4	1
CN1CCN(/C=C2\SC(=S)NC2=O)CC1	5	1	-1	-0.32	-4	.	25	-4	-1
O=S(=O)(c1cccc(-c2nnc(-c3cccnc3)o2)c1)N1CCCCC1	7	2	-1	0.31	-7	-4	-10	-4	-13
Cc1ccc(C(=O)Nc2nc3nc(-c4ccccc4)cc(=O)n3[nH]2)cc1	9	0	-4	-1.3	-8	-2	0	-2	-14
CC(C)(C)OC(=O)N[C@@H](Cc1ccccc1)c1nnc(S(=O)(=O)Cc2ccccc2)o1	5	3	1	.	-6	28	-19	-1	2
CCOC(=O)c1c(N=CN(C)C)c(C#N)n2c1CCC2	0	8	2	0.38	-2	3	-2	5	-5
Cc1ccc(C(=O)Nc2nc(-c3cc(Cl)sc3Cl)cs2)cc1	-2	10	3	0.77	2	12	-2	0	-11
Cc1ccccc1C(=O)NCc1nnc(SCC(=O)N2c3ccccc3Sc3ccccc32)n1C	-8	12	2	0.29	7	10	-8	1	3
O=C1SC(c2ccccc2)=N/C1=C/c1ccco1	-6	5	7	0.16	3	-4	-3	2	7
COCCNC(=O)CN(C(=O)CCC(=O)Nc1ccccn1)c1ccc(F)c(Cl)c1	-4	3	-6	0.33	3	20	-25	6	1
Cc1c(NC(=O)c2ccc(Br)o2)c(=O)n(-c2ccccc2)n1C	-4	0	-9	-0.1	-1	-18	-16	4	-2
CCN(CC)CCNC(=O)c1ccc(N2CCCCC2)c(NS(=O)(=O)c2ccc(C)cc2)c1	-2	14	1	-0.83	0	21	-18	1	-6
CCCCNCCOCCOc1ccc(F)cc1	-4	0	-3	-0.45	2	5	8	-1	3
CC1CCC(N2CCN(S(C)(=O)=O)CC2)CC1 (stereo not given)	1	5	9	1.6	-2	-20	-16	11	-10
COCCN1Cc2cccc(C(=O)NC(C)c3cccs3)c2C1=O (stereo not given)	2	1	-6	-0.48	-3	10	1	9	-8
CCCN1Cc2cccc(C(=O)NC3CCCC3)c2C1=O	2	1	-1	0.67	-1	-2	-2	3	-4
Cc1ccc(-c2csc(-c3c[nH]c4ccccc34)n2)c(C)c1	0	4	0	-0.06	6	-53	29	-8	-6
Cc1cc(=O)n2[nH]c(-c3ccccc3)cc2n1	-9	12	-2	-0.15	4	-13	11	-1	-14
CCOc1cc(-c2cn(S(=O)(=O)c3cccc4nsnc34)nc2N)cc(OCC)c1OCC	-8	15	2	-0.37	5	-15	-6	-2	-9
O=C(Nc1ccccc1)c1ccc(N2CCN(c3ccccc3)CC2)c(S(=O)(=O)N2CCOCC2)c1	2	2	1	0.21	1	9	-12	4	-10
COC(=O)C1=C(C)NC2=C(C(=O)CCC2)C1c1cn(Cc2ccc(Cl)cc2Cl)nc1-c1ccccc1 (stereo not given)	4	-4	4	-2.2	0	-33	7	-1	-14
COc1cccc(CNC(=O)C2CCN(S(=O)(=O)N3CC(C)CC(C)C3)CC2)c1 (stereo not given)	-6	1	1	0.37	10	-10	-21	-3	-10
CC(=O)c1cccc(NC(=O)CSc2nnc(-c3ccc(S(=O)(=O)N4CCCC4)cc3)o2)c1	6	3	-2	1.4	-8	-18	1	1	-14
C=CCn1c(SC(CCO)C(=O)NCc2ccco2)nc2sc3c(c2c1=O)CCC3 (stereo not given)	-4	3	1	-0.55	2	28	-38	5	0
c1ccc(SCc2nc(-c3ccncc3)no2)cc1	8	7	-1	0.54	-8	-5	-14	4	2
COC(=O)CS(=O)(=O)c1cc(Br)cc2c1N(C(C)=O)CC2	3	2	-2	-1.7	-5	25	15	-6	-14
O=C(c1c(Cl)nc2sccn12)N1CCN(c2cccc(Cl)c2)CC1	6	7	-1	-0.52	-8	-2	-2	-5	7
Cc1cccc(OCC(=O)Nc2nnn(C)n2)c1C	2	3	-1	-0.3	-2	4	3	4	-3
Cc1cccn2c(=O)c3cc(C(=O)NCc4ccco4)c(=N)n(C(C)C)c3nc12	-2	12	0	-0.94	4	8	-12	-4	-5
CN(C)C=NC(=O)c1ccc(N2CCN(c3ncc(C(F)(F)F)cc3Cl)CC2)cc1	4	17	-3	-0.19	-7	9	-26	2	-3
CCOP(=O)(OCC)C(NCc1ccccc1)c1ccc(Br)cc1 (stereo not given)	0	7	-4	-0.24	3	-1	2	3	-8
CC(C)c1nnc(-c2ccc(Cl)cc2)c(N(C)C)n1	8	7	5	-0.25	-3	23	-4	4	-12
CNC(=O)C1CC(=O)N(Cc2ccc(OC)c(OC)c2)C(=Nc2ccc(OC)cc2)S1 (stereo not given)	10	3	-3	-0.4	-8	-11	-10	-2	-9
CCOC(=O)c1cc(-c2ccc3c(c2)OCO3)nc2onc(C)c12	4	0	1	-0.64	-6	-6	-1	-6	-12
O=C1CC(N(O)c2ccccc2)C(=O)N1c1cc(Cl)cc(Cl)c1 (stereo not given)	0	3	14	-0.5	-3	-10	-13	10	-18
CC(/C=N/NC(=O)c1cccnc1)=C\c1ccco1	16	11	-1	1.1	-20	.	1	2	-14
CCN(CC)Cc1c(O)ccc2c(-c3ccccc3)cc(=O)oc12	0	5	4	0	-1	-26	-14	2	-2
COC(=O)C1(Cc2ccccc2)NC(c2ccc(F)cc2)C2C(=O)N(C)C(=O)C21 (stereo not given)	-13	6	-2	-0.5	12	0	3	2	-3
COc1ccc(Cl)cc1N=Cc1c(O)cc(C)oc1=O	1	28	2	0.34	-2	-6	1	1	-11

Of the compounds above, these contain fluorine:
SMILES	LYP inh 2	HIV Rev-RRE inh	FAK blocker	PTK2B oligo ant	PTPN22 act	cytoskel mod	Plk1 PBD FP	EphB4 ephrin blk	PLK1 inh
O=C1[C@@H]2CSCN2C(=O)CN1CCc1cccc(F)c1	3	9	-1	0.49	-4	10	-2	4	1
COCCNC(=O)CN(C(=O)CCC(=O)Nc1ccccn1)c1ccc(F)c(Cl)c1	-4	3	-6	0.33	3	20	-25	6	1
CCCCNCCOCCOc1ccc(F)cc1	-4	0	-3	-0.45	2	5	8	-1	3
CN(C)C=NC(=O)c1ccc(N2CCN(c3ncc(C(F)(F)F)cc3Cl)CC2)cc1	4	17	-3	-0.19	-7	9	-26	2	-3
COC(=O)C1(Cc2ccccc2)NC(c2ccc(F)cc2)C2C(=O)N(C)C(=O)C21 (stereo not given)	-13	6	-2	-0.5	12	0	3	2	-3

Next section:
SMILES	LYP inh 2	HIV Rev-RRE inh	FAK blocker	PTK2B oligo ant	PTPN22 act	cytoskel mod	Plk1 PBD FP	EphB4 ephrin blk	PLK1 inh
CCC(C(=O)Nc1ncccn1)(C(F)(F)F)C(F)(F)F	-4	2	-1	-0.55	3	9	-21	-4	-11
O=C(CN(c1ccccc1)S(=O)(=O)c1ccccc1)NCCSCc1ccco1	20	5	2	1.4	-16	10	-41	-1	17
Cc1cc(C)n(C(=O)CCCCCC(=O)n2nc(C)cc2C)n1	-5	3	-2	-0.51	10	.	9	0	-10
CC(C)NC(=O)NS(=O)(=O)c1cnccc1NC1CC2CCC1C2 (stereo not given)	-3	1	2	0.27	-1	20	-23	-10	-9
CCOC(=O)CN(C(=O)CSc1nnc(-c2cccc(OC)c2)o1)c1ccc(F)cc1	-7	5	-1	-1.3	5	-11	-9	-10	6
N#Cc1nc(COc2ccc(Cl)cc2)oc1N1CCCCCC1	-3	20	3	-1.8	0	-20	-16	-1	-9
Cc1ccc(Nc2nc(N)nc(CN3CCN(Cc4ccc5c(c4)OCO5)CC3)n2)cc1	-6	5	1	-0.35	4	1	-4	-5	-14
FC(F)(F)C1=CC(c2ccc(Br)cc2)=NCCN1	1	-1	-5	1.1	3	-2	-1	4	-12
Cc1nc(CS(=O)c2ccc(Cl)cc2)cc(N2CCOCC2)n1 (stereo not given)	11	6	-2	0.72	-9	-7	-11	8	0
Cc1ccc(C)c(-n2c(-c3ccc4c(c3)OCO4)n[nH]c2=S)c1	-4	-7	-5	-0.25	9	24	10	-6	-8
CCOC(=O)c1nnn(-c2nonc2-n2cccc2)c1CCl	7	2	8	-0.19	-3	13	-14	4	-5
CCOc1ccc(C2/C(=C(\O)c3c(C)[nH]c(C(=O)OC)c3C)C(=O)C(=O)N2CCN(C)C)cc1 (stereo not given)	2	0	-1	0.61	-3	-14	-8	-10	-7
COC(=O)c1c(N)sc(C(=O)N2CCOCC2)c1C	-7	3	2	0.95	5	-3	15	-6	-8
O=C(NCCCN1CCOCC1)c1c(F)cccc1F	1	8	0	1.8	-2	-4	-7	-2	-11
Cc1cc(C(=O)CSc2nc3ccccc3[nH]2)c(C)n1CC1CCCO1 (stereo not given)	-2	0	1	0.58	-1	-12	-13	-1	-4
CN(C(=O)CSc1ncccc1C(=O)O)c1ccccc1	-4	8	-2	0.2	3	15	21	0	-6
O=C(c1ccco1)N1CCN(C(c2ccc(Cl)cc2)c2nnnn2CC2CCCO2)CC1 (stereo not given)	-3	8	7	0.73	0	-28	2	14	-15
CCCCSc1nnc(CSc2nc3nc(C)cc(C)n3n2)o1	6	1	0	0.41	-6	-18	-22	3	-6
Cc1ccc(-n2ncc3c(=O)[nH]c(SC(C)C)nc32)cc1	-2	4	4	.	0	8	6	0	-11
CCOC(CCNC(=O)c1cn(-c2cccc(C)n2)cn1)OCC	8	0	0	0.18	-4	-3	10	6	-9
CC(=O)Oc1ccc2oc3c(c2c1)C(=O)CCC3	-5	6	-1	0.11	4	-4	3	-2	-8
Cc1cc(Cl)c(S(=O)(=O)Nc2ccc3c(c2)OCCO3)cc1OCC(=O)NC1CCCCC1	1	8	3	-2.1	-4	-12	2	6	-7
CC(C)(C)NC(=O)CN(C(=O)CNS(=O)(=O)c1ccccc1)c1ccc2c(c1)OCCO2	-8	9	-2	-0.1	5	5	-2	2	-45
Nc1cccc(-n2nncc2-c2ccc(Cl)cc2)c1	-1	0	-3	.	-2	-9	10	1	-3
Cc1ccc(CSC2=Nc3ccccc3C3=NC(CC(=O)NCc4ccco4)C(=O)N23)cc1 (stereo not given)	24*	7	7	1.1	-20	8	-8	5	4
COc1ccc(CCNC(=O)CSc2nc(N)c3c(C)c(C)oc3n2)cc1OC	-3	-3	-1	0.03	4	-10	-13	-7	-11
C/C(=N/NC(=O)c1ccccn1)c1ccco1	-4	-10	4	-0.02	6	-2	5	3	-17
O=c1cc(-c2ccc(Cl)c(Cl)c2)[nH][nH]1	-5	5	2	1.3	6	-6	2	-5	-3
O=C(CNS(=O)(=O)c1ccccc1)NCc1ccccn1	11	13	-2	0.19	-12	.	8	7	-8
O=C(CN1C2=NCCN2c2ccccc21)C12CC3CC(CC(C3)C1)C2	4	3	7	-0.76	-1	9	17	3	-13
CCOC(=O)N1CCN(CC(=O)c2c[nH]c3ccc(F)cc23)CC1	2	8	2	.	-2	14	-10	2	-5
Clc1ccc(/C=N/c2c(-c3ccc(Cl)cc3)nc3n2CCS3)cc1	-17	3	1	-0.54	13	5	14	-5	-6
CC1(C)CC(=O)C=C(NCc2ccco2)C1	-4	6	0	1.1	1	33	8	-9	-7
Nc1nc(N)c2sc3nc(C(F)(F)F)cc(C(F)(F)F)c3c2n1	1	37*	2	-0.66	-2	8	-12	4	15
Cc1nn2c(-c3cccc(NC(=O)CSc4nc5ccccc5o4)c3)nnc2c2ccccc12	4	-5	2	-1.7	-11	6	5	-9	-12
CC(=O)c1cc2c(C)cc(=O)oc2cc1O	4	15	1	-0.95	-5	-5	-13	2	5
c1ccc(-c2nnc(SCc3cn4ccsc4n3)o2)cc1	-6	5	0	-0.11	4	-2	13	1	-11
CCOC(=O)C1=C(C)NC(=O)NC1c1ccc2c(c1)OCCO2 (stereo not given)	-4	9	-2	-0.47	5	-8	-2	4	-4
